Bioassay records (PubChem BioAssay)
UDG counterscr: Primary qHTS assay for inhibitors of Activation Induced Cytidine Deaminase (AID): UDG Counterscreen signal. Uracil-DNA glycosylase. FRET deamination/UDG coupled assay, UDG read, 4 h. Potency, µM (highest dose often 115 µM), for inactives: at the top dose activity change, negative = inhibition, usual class: inhibitors. actives 0.14% (n = 91,000). AID 1347430, 2020; further: nearly all actives have a fitted effect of over 65% in size
AID inhibitor: Primary qHTS assay for inhibitors of Activation Induced Cytidine Deaminase (AID): AID signal; actives 0.32% (n = 91,000); AID 1347428, 2020; AID deamination FRET fluorescence, UDG-coupled, 4 h; Potency, µM (top dose mostly 115 µM), inactives show at the highest dose activity change, negative = inhibition, usual class: inhibitors; Single-stranded DNA cytosine deaminase (Homo sapiens), Q9GZX7; further: nearly all actives have a fitted effect of over 25% in size
Target sequence (Q9GZX7 whole entry, looked up): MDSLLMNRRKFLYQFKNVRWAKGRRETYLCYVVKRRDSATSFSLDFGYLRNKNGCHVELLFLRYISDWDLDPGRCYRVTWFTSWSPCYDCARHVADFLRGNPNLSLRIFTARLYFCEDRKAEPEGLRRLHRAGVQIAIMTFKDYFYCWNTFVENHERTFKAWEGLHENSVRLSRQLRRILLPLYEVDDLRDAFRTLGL
* hit, by the source's call; ? = inconclusive; [ ] = remark or other dose. The call rests on the fitted dose curve; in most records, active means well fitted curve in the direction sought with a large enough effect; inconclusive means small, poorly fitted or top-dose-only effect, or another doubt; inactive means no such curve, though single readings can be large; an effect the other way counts as inactive or inconclusive. On the % scale 0 is the no-effect control and ±100 the full control effect; potency means the concentration at half of the fitted maximal effect. This is a subset; rates above refer to the full screens.

| Molecule | UDG counterscr | AID inhibitor |
| --- | --- | --- |
| O=C1C(=O)N(C2CCN(C(=O)c3ccc(Cl)cc3)CC2)CCN1Cc1ccc(F)cc1 | -17% | -1% |
| CC(NC(=O)c1ccc2c(c1)C(=O)c1ccccc1-2)C1CC2CCC1C2 (stereo not drawn) | -8% | -14% |
| O=Cc1cccc(OCc2ccc(Br)cc2)c1 | -12% | -14% |
| Cc1nc2ccc(C(=O)NCC3CCC3)cc2nc1C | 0% | 26% |
| O=C(CCc1ccco1)NCc1ccc(OCc2ccccn2)cc1 | -5% | -1% |
| O=C(NCCc1ccccc1)c1ccc(CS(=O)(=O)Cc2ccccc2Cl)o1 | -5% | -16% |
| Cc1cc2oc(=O)c(CC(=O)O)c(C)c2c2occ(-c3ccccc3)c12 | 1% | ? |
| CCCC(=O)Nc1nnc(SCc2cc(=O)c3cc(C)ccc3[nH]2)s1 | -6%[57.5 µM] | 3% |
| COc1ccc(N2C(=O)CSC23C(=O)N(CC(=O)NCCc2ccccc2)c2ccccc23)cc1 (stereo not drawn) | 12% | ? |
| COc1ccc(-c2csc3nc(C)nc(NCCCO)c23)cc1OC | -9% | -15% |
| CN(Cc1ccsc1)C(=O)CSCc1cccs1 | 4% | -1% |
| CC(SCc1ccc(Br)cc1)C(=O)O (stereo not drawn) | 4% | 2% |
| CCOc1ccc(-c2nnc(SCC(=O)NCc3ccccc3Cl)o2)cc1 | ? | 2% |
| O=C(Nc1ccc(F)cc1Cl)n1ncc2cc(Cl)ccc21 | -6% | -8% |
| CCc1c(C)sc(NC(=O)c2ccc(Cl)cc2)c1C#N | 3% | 34%[activator] |
| COc1ccc(Cn2c(=O)c3ccccc3n3c(-c4cccc(OC)c4OC)nnc23)cc1 | -7% | -12% |
| Cc1oc(C)c(C(=O)Nc2ccccc2O)c1C | 1% | -1% |
| Cc1ccc(Cn2c(C)c3cnn(CC(=O)O)c(=O)c3c2C)cc1 | -8% | 3% |
| COc1ccccc1NC(=O)CSC1=Nc2ccccc2C2=NC(CC(=O)NCCc3ccccc3)C(=O)N12 (stereo not drawn) | -9% | -13% |
| CCN1CCc2nc3sc(C(=O)Nc4ccccc4OC(F)(F)F)c(N)c3cc2C1 | 13% | 280%[activator] |
| CCCSc1ncc(Cl)c(C(=O)Nc2sc3c(c2C(=O)OC)CCCC3)n1 | -6% | 5% |
| O=C(Nc1ccc2[nH]ccc2c1)c1csc(NC2CC2)n1 | 8% | 24% |
| Cc1ccc(-n2nc(C)c3c(C)cc(=O)n(CC(=O)Nc4ccc(Br)cc4F)c32)cc1 | 48%[activator] | 9% |
| CC(=O)N(C)c1ccc(NC(=O)/C(C)=C\c2ccccc2)cc1 | 0% | -5% |
| CCCn1c(SCC(=O)c2cc(C)n(C)c2C)nc2cc(S(N)(=O)=O)ccc21 | -3% | -4% |
| COCCn1cnc2c1c(=O)n(CC(=O)Nc1ccc(F)c(F)c1F)c(=O)n2Cc1ccccc1 | 6% | 3% |
| O=C(Cn1c(=O)oc2cc(Cl)ccc21)Nc1cccc(C(F)(F)F)c1 | 2%[57.5 µM] | 5% |
| N#C/C(=C\c1ccc(O)c(O)c1)C(=O)NCCCNC(=O)/C(C#N)=C/c1ccc(O)c(O)c1 | 4% | -16% |
| COc1cc2c(cc1OC)C(COc1ccccc1OC)N(C(=O)COc1ccc(Cl)cc1)CC2 (stereo not drawn) | -4% | ? |
| CC1Cc2cc(S(=O)(=O)NCCc3ccccc3)ccc2N1C(=O)C1CCC1 (stereo not drawn) | 0% | ? |
| O=C(Nc1ccc(F)cc1F)c1ccc(-c2ccccc2)s1 | 7%[57.5 µM] | 11% |
| O=c1cc(-c2ccccc2)nc(SCc2nc(-c3ccc(C(F)(F)F)cc3)no2)[nH]1 | -11% | -2% |
| Cc1ccc(-c2csc(Nc3ccccc3)n2)cc1 | -10% | -18% |
| Cc1cc(/C=C/C(=O)c2cccc(Br)c2)cc(C)c1O | -6% | 3% |
| CC(NC(=O)C1CC1)c1cccnc1 (stereo not drawn) | 1% | -4% |
| COc1ccc(NC(=O)c2sc3nc4c(cc3c2N)CN(Cc2ccccc2)CC4)c(OC)c1 | 1% | 130%[activator] |
| CCC(C(=O)Nc1cc(Cl)ccc1OC)n1nc(-c2ccccc2)ccc1=O (stereo not drawn) | -23% | ? |
| CCOCCc1nn2c(=O)cc(COC(=O)c3ccc(NC(=O)c4ccc(F)cc4)cc3)nc2s1 | -10% | 6% |
| COc1ccc(/C=C(\C#N)c2nc(-c3ccc(Cl)c(Cl)c3)cs2)cc1OC | -8% | 26% |
| O=Cc1ccc(Oc2ccc([N+](=O)[O-])cc2C(F)(F)F)cc1 | 4% | -19% |
| Cc1ccc(NC(=O)CSc2nc(-c3cccs3)cc(C(F)(F)F)n2)cc1C | 1% | 29% |
| CN1/C(=C\C(=O)CN2CCN(C(c3ccccc3)c3ccccc3)CC2)C(C)(C)c2ccccc21 | -4% | -11% |
| CC(=O)Nc1cc(NCC(=O)NC2(C#N)CCCCC2)ccc1F | 10% | 7% |
| Cc1cc2oc(=O)cc(Cn3cc(S(=O)(=O)N4CCCC4)ccc3=O)c2cc1C | -10% | -9% |
| O=C(NCCc1ccccc1)c1c[nH]c2ccc(S(=O)(=O)Nc3ccc(F)cc3F)cc2c1=O | -11%[57.5 µM] | 4% |
| CCOc1ccccc1C(=O)Nc1ccc(S(=O)(=O)Nc2onc(C)c2C)cc1 | 1% | 2% |
| CCC(CO)NS(=O)(=O)c1ccc(Cl)c(C)c1Cl (stereo not drawn) | 1% | 4% |
| Cc1ccc(/C=C/C(=O)OC(C)C(=O)C23CC4CC(CC(C4)C2)C3)o1 (stereo not drawn) | -14% | -1% |
| O=C(Cc1ccccc1)Nc1nnc2n1CCS2 | -2% | 29% |
| CCn1cc2nc(SCc3ccccc3Cl)n(CCc3ccccc3)c(=O)c2n1 | -7% | ? |
| Cc1nc2cc(NC(C)C(=O)Nc3ccccc3C(F)(F)F)ccc2o1 (stereo not drawn) | 4% | 2% |
| CCOC(=O)C1CCN(C(=O)c2cnn(-c3ccc(F)cc3)c2-n2cccc2)CC1 | -14% | -14% |
| C=CCn1cnnc1SCc1cc(=O)oc2cc(C)c(C(C)C)cc12 | 5% | -8% |
| Cc1ccc(C)c(NC(=O)CSc2ncnc3ccccc23)c1 | 3% | -14% |
| C=CCNc1nc(-c2c(N)n(CCC)c(=O)n(C)c2=O)cs1 | -1% | 6% |
| Cc1cccc(-c2nc(CC(=O)NC3CCCC(C(F)(F)F)C3)cs2)c1 (stereo not drawn) | -13% | 14% |
| COc1cc(C(=O)COC(=O)COc2cc(Cl)c(Cl)cc2Cl)cc(OC)c1OC | -2% | 16% |
| CCOc1ccc(-c2cc(CCCC(=O)NCCc3ccc(OCC)c(OCC)c3)no2)cc1 | -12% | 12% |
| COc1cccc(CNC(=O)c2cc3c(s2)-c2c(C)cccc2OC3)c1 | -7% | -20% |
| Clc1cccc(Nc2ncnc3c2nc2n3CCCCC2)c1 | -4% | 6% |

Full records, quoted from the list. Order of screens: UDG counterscr	AID inhibitor
`COc1cccc(CNC(=O)c2cc3c(s2)-c2c(C)cccc2OC3)c1` as listed: -7%	-20%
`Cc1cccc(-c2nc(CC(=O)NC3CCCC(C(F)(F)F)C3)cs2)c1` (stereo not drawn) as listed: -13%	14%
`COc1cc(C(=O)COC(=O)COc2cc(Cl)c(Cl)cc2Cl)cc(OC)c1OC` as listed: -2%	16%
`O=C(NCCc1ccccc1)c1c[nH]c2ccc(S(=O)(=O)Nc3ccc(F)cc3F)cc2c1=O` as listed: -11%[57.5 µM]	4%
`CC(=O)Nc1cc(NCC(=O)NC2(C#N)CCCCC2)ccc1F` as listed: 10%	7%

Following part.
| Molecule | UDG counterscr | AID inhibitor |
| --- | --- | --- |
| CCSc1nc2c(c(=O)n(C)c(=O)n2C)n1Cc1ccccc1Cl | -12% | -17% |
| Cc1nnc(N2CCN(c3ccccc3)CC2)c2c1nnn2Cc1ccccc1Cl | -6% | -7% |
| CCOC(=O)c1ccccc1NC(=O)Nc1cc2c(cc1N1CCCCC1)n(C)c(=O)n2C | -2% | 13% |
| Cc1cc(NC(=O)C(C)N(c2ccccc2)S(C)(=O)=O)ccc1Br (stereo not drawn) | 2% | -8% |
| CCCCn1nc(C(=O)Nc2ccccc2)c2ccccc2c1=O | -3% | -4% |
| CCCCCNCc1ccccc1F | 1% | 7% |
| O=C(Cn1c(=O)n(CCCS(=O)(=O)C2CCCCC2)c(=O)c2ccccc21)Nc1ccccc1F | -3% | 2% |
| O=C(C1CCC(CNS(=O)(=O)c2ccc(Br)s2)CC1)N1CCN(c2ccccc2Cl)CC1 (stereo not drawn) | -5%[57.5 µM] | -4% |
| COC(=O)c1c(NC(=O)CCCOc2cccc(C)c2)sc2c1C(C(=O)OC)CC2 (stereo not drawn) | -15% | ? |
| Cc1cc(N)cc(-c2nc3cc(C(C)C)ccc3o2)c1O | 12% | -9% |
| O=C(CCS(=O)(=O)c1cc2c3c(c1)CCN3C(=O)CC2)NCc1ccc(F)cc1 | -6% | 11% |
| N#Cc1nc(-c2ccccc2)oc1NCCCn1ccnc1 | -3% | -13% |
| COc1ccc(C(=O)Nc2ccc3nc(N4CCC(C)CC4)cc(C)c3c2)cc1 | -17% | -5% |
| Cc1ccc(OCC(=O)Nc2cc(-c3cccc(C)c3)nn2-c2ccccc2)cc1 | ? | -12% |
| COc1ccc(-c2nnc(SCC(=O)NCc3ccccc3)nc2-c2ccc(OC)c(OC)c2)cc1OC | -10% | -18% |
| Cc1ccc(-n2cnnn2)cc1NC(=O)c1cc(Cl)ccn1 | -2% | 14% |
| CCOC(=O)c1cc(-c2ccccc2)n(-c2cccc(C(=O)Nc3cc(OC)cc(OC)c3)c2)c1C | 16% | 3% |
| Cc1ccc(NC(=O)c2ccc3c(c2)CCC3)cc1 | -4% | -12% |
| CCc1cccc(C)c1NC(=O)c1cc(S(=O)(=O)N2CCC3(CC2)OCCO3)ccc1F | 12% | -22% |
| COC(=O)c1ccccc1NC(=O)N1CC(C)Oc2ccc(C)cc21 (stereo not drawn) | -1% | -4% |
| CCC(C(=O)N(C)Cc1ccccc1)n1nc(C)c2sc3ccccc3c2c1=O (stereo not drawn) | ? | ? |
| Cc1cc(CSc2ccc3c(c2)NC(=O)CO3)no1 | 0% | -6% |
| O=C1CSc2ccc(C(=O)Nc3ccc(Oc4ccccc4)cc3)cc2N1 | 10% | 1% |
| Cc1ccc2nc(-c3cc(NC(=O)COc4ccc(C)c(C)c4)ccc3Cl)oc2c1 | -9% | 5% |
| Cc1ccc(NC(=O)Cn2nnc(C(=O)NCCc3ccccc3)c2N)cc1Cl | -17% | -23% |
| COc1ccc(N(Cc2cccs2)C(=O)Nc2ccccc2)cc1 | 27% | ? |
| Cc1ccc(C(=O)Nc2ccc(C(=O)OCc3cc(=O)n4c5c(sc4n3)CCCC5)cc2)cc1 | 0% | -12% |
| COc1ccccc1NC(=O)CSc1oc(-c2ccco2)nc1S(=O)(=O)c1ccc(C)cc1 | -5% | 20% |
| CCC(C)(C)NC(=O)/C=C/c1ccc(OC)c(OC)c1 | 0% | 9% |
| C=C(C)COc1cc(O)c2c(=O)cc(-c3ccccc3)oc2c1 | -7% | -13% |
| COc1ccc(CNC(=O)COC(=O)Cc2n[nH]c(=O)c3ccccc23)cc1 | -9% | -2% |
| COc1cccc(CNC(=O)c2ccc(NC(=O)N3CCCCc4ccccc43)cc2)c1 | 22% | 14% |
| Cc1nn(-c2ccc3nnc(C)n3n2)c2c1C(c1ccc(O)cc1)CC(=O)N2 (stereo not drawn) | -1% | 8% |
| COc1ccccc1Nc1nc2c(S(=O)(=O)c3ccc(C(C)C)cc3)nnn2c2ccsc12 | 36%[activator] | 6% |
| Cc1ccc(C(=O)c2cn(Cc3cccc(Cl)c3)c3nc(C)ccc3c2=O)cc1 | -2% | ? |
| O=C(O)c1c(F)c(F)c(F)c(F)c1Cc1ccccc1 | 1% | 0% |
| C/C(=N/NC(=S)NCc1ccccc1)c1ccc(-c2ccccc2)cc1 | -5% | -7% |
| COC(=O)C1=C(C)NC(C)=C(C(=O)OCCN(C)Cc2ccccc2)C1c1cccc([N+](=O)[O-])c1 (stereo not drawn) | -16% | ? |
| CCc1cccc(NC(=O)CN2C(=O)COc3ccc(S(=O)(=O)Nc4ccccc4)cc32)c1 | 1% | 2% |
| O=S(=O)(c1ccc(-c2cnc(C3CC3)o2)cc1)N1CCN(c2cccc(Cl)c2)CC1 | -8% | -10% |
| COc1ccc(N(CC(C)C)S(=O)(=O)c2nnc(NC(=O)c3ccco3)s2)cc1 | 6%[57.5 µM] | ? |
| Cc1ccc(S(=O)(=O)Nc2cc3c(cc2C)n(C)c(=O)c(=O)n3C)cc1 | -29% | 2% |
| COc1ccc(OC)c(NC(=O)c2cccn2-c2nnc(N3CCCCC3)s2)c1 | -4% | 51%[activator] |
| Cn1c(C(C#N)(CC(=O)N2CCCCC2)CC(=O)N2CCCCC2)nc2ccccc21 | -2% | 2% |
| CCNC(=S)NCC12CC3CC(CC(C3)C1)C2 | 8% | 4% |
| CC(C)CCn1nc(C(=O)Nc2ccccc2C(C)(C)C)c2ccccc2c1=O | -10% | -20% |
| Cc1ccc(NC(=O)CC2C=CCC2)cc1C (stereo not drawn) | 7% | 0% |
| O=C(Nc1ccccc1C(=O)OCC(=O)N1CCc2ccccc21)c1ccc([N+](=O)[O-])cc1Cl | -4% | -7% |
| CC(=O)N1CCCc2cc(S(=O)(=O)N3CCCC(C(=O)NCc4ccc(Cl)cc4)C3)ccc21 (stereo not drawn) | 7% | -25% |
